TSHR antag – antagonists of human thyroid stimulating hormone receptor. TSHR-expressing cells, TSH-stimulated cAMP HTRF, 2 h; stronger effect = lower value. activity change, negative = inhibition, % at 11.5 µM. P16473. actives 0.2% (n = 330,000). AID 504810;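 active = activity change below a set negative limit, meaning inhibition stronger than a set level, cut at about -70% in these data; inconclusive = activity change between two set negative limits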; also: % is scaled to controls: 0 for no effect and ±100 for the full control effect
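TSHR-expressing cells were treated with compounds, then stimulated with TSH at EC80 (4nM final) for 2 hours at 37 deg C. Cellular cAMP was measured by HTRF competition between lysate cAMP and cAMP-d2 for a cryptate-labelled anti-cAMP antibody.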
Mito fusion act – mitochondrial division inhibition or fusion activation | AID 485298 | actives 0.23% (n = 320,000) | Potency, µM (titrated, usually from 46.1 µM), without a hit: at the highest dose growth rescue (activation), most hits filed as activators | S. cerevisiae fusion-defective mutant growth rescue, CellTiterGlo 48 h;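 also: potency is read from the fitted curve at half-maximal effect; % of control where 0% means no effect; nearly all actives have a fitted effect of over 45% in size; temperature-sensitive fusion mutants such as fzo1-1 at 37 °C on non-fermentable ethanol glycerol medium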
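Yeast fusion mutant, YPEG (non-fermentable carbon), compound, 48 h at 37C non-permissive; CellTiterGlo added, 10 min RT, luminescence read. Rescued growth = division inhibition.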
TCR act – T cell receptor activation | primary human leukocytes, anti-CD3, IL-2 HTRF, 48 h | Potency, µM (doses to about 9.22 µM), for the others: at the top dose activation of IL-2 secretion, most hits filed as activators | 330,000 tested, under 10 active | AID 504894; also: % of control where 0% means no effect
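Compounds are tested in HTS on primary human leukocytes co-incubated with a-CD3 beads for 48 hr. IL-2 output is measured by time-resolved FRET.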
BCR signal inh – chronic active BCR signaling inhibition | AID 493014 | ABC-DLBCL IkBa-CBG/CBR reporter, luminescence ratio, 4 h | actives 0.05% (n = 340,000) | Potency, µM (highest dose often 46.1 µM), for inactives: at the top dose ratio change, negative = lower green/red ratio, actives largely listed as inhibitors; active = well fitted inhibition curve with a large enough effect in the signal ratio, with a control signal flat, not every such curve was filed as active; inconclusive = small, poorly fitted or top-dose-only effect, or effect the other way, or a change in a side signal; the % refers to the signal ratio;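 also: potency is read from the fitted curve at half-maximal effect; plate controls were basal doxycycline-induced cells for no effect and cells given 10 µM MG132 for full effect; MG132 reads +100%, hits lower the ratio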
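Compounds up to 46 uM were incubated four hours with TMD8 cells whose green CBG68 luciferase is fused to IkappaBalpha; red CBR luminescence normalised the signal, and concentration-effect curves were fitted to fusion, red and ratio data.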
S-ASM inh – blocks human secretory acid sphingomyelinase; P17405; placental ASM, HMU-PC fluorogenic substrate, 60 min; Potency, µM (titrated, usually from 57.5 µM), without a hit: at the top dose activity change, negative = inhibition, hits mostly inhibitors; actives 0.006% (n = 340,000); AID 504937; also: potency is read from the fitted curve at half-maximal effect
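qHTS format. ASM enzyme prepared from human placenta hydrolyses the fluorogenic substrate HMU-PC0 (9 uM final) over 60 min at 37 °C after a 10 min compound preincubation.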
TSG101-PTAP inh – blocks PTAP/TSG101 interaction to inhibit HIV-1 budding | Fluorescence polarization, FITC-PTAP peptide / Tsg101 binding | Potency, µM (doses to about 115 µM), for inactives: top-dose activity change, negative = inhibition, usual class: inhibitors | Q99816 | 340,000 tested, under 10 active; active = well fitted inhibition curve with a large enough effect in the main read-out, with a control signal flat, not every such curve was filed as active; inconclusive = small, poorly fitted or top-dose-only effect, or effect the other way, or a change in a side signal; inactive = no such curve, though single readings can be large or run the other way; also: potency is read from the fitted curve at half-maximal effect; % of control where 0% means no effect
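Steps: Tsg101 binding domain dispensed (10 uM final), compounds pinned in DMSO, FITC-labeled PTAP-motif peptide added (50 nM final); after 20 min binding at room temperature, polarization measured.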
ELG1 repair inh – blocks ELG1-dependent DNA repair in HEK293T cells | HEK293T ELG1-luciferase reporter, luminescence, 16 h; DNA damage induced by 5-fluorouridine | Potency, µM (doses to about 46.1 µM), inactives show top-dose activity change, negative = inhibition, actives largely listed as inhibitors | actives 2.3% (n = 330,000); also: potency is read from the fitted curve at half-maximal effect; % is scaled to controls: 0 for no effect and ±100 for the full control effect; nearly all actives have a fitted effect of over 55% in size
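In this reporter screen, reduction of luminescence relative to DMSO vehicle indicated activity. Compounds and 5-fluorouridine were added together to 2,000 cells per well, incubated for 16 hr at 37 °C, then developed with ONE-Glo.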
Tb PFK block – blocks T. brucei phosphofructokinase; O15648; T. brucei PFK, ADP-Glo luminescence; Potency, µM (doses to about 57.5 µM), inactives show at the highest dose activity, negative = inhibition, usual class: inhibitors; actives 0.17% (n = 330,000); AID 485367;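 also: potency is read from the fitted curve at half-maximal effect; 0% = uninhibited 1x PFK enzyme wells and -100% = no-enzyme wells; nearly all actives have a fitted effect of over 60% in size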
Target sequence (O15648 whole entry, looked up): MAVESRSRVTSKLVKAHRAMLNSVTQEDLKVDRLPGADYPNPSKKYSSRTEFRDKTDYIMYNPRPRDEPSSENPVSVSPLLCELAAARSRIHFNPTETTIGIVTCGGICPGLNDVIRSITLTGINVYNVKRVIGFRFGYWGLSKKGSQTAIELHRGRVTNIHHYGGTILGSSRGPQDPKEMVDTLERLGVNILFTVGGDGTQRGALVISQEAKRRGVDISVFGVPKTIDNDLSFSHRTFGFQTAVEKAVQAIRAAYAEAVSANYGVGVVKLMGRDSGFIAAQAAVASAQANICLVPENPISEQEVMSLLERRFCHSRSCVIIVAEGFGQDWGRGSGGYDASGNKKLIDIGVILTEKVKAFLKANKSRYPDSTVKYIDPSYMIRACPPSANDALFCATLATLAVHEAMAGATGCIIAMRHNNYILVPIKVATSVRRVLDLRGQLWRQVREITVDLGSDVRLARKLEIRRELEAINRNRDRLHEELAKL
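PFK 1.25 nM, F6P 0.5 mM, ATP 0.1 mM, 0.1 M TEA pH 8.0, 5 mM MgCl2, 0.01% Tween20, 0.1% BSA; 45 min RT. ADP-Glo readout. qHTS titration up to 57 uM; curves fitted, compounds curve-classed.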
a7 integrin act – activates integrin-mediated alleviation for muscular dystrophy; alpha7betagal myoblasts, beta-gal FDG fluorescence, 48 h; Potency, µM (highest dose often 38.3 µM), without a hit: at the top dose activation, most hits filed as activators; actives 0.064% (n = 350,000); AID 624291;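 also: potency is read from the fitted curve at half-maximal effect; 100% = response of the positive control SU9516; nearly all actives have a fitted effect of over 60% in size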
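Alpha7betagal+/- myoblasts (passage 13) were plated 16-24 hr, then exposed to compounds (1:260 dilution of DMSO stock) for 48 hours at 37C. After MPER lysis, β-galactosidase reporter activity was read as FDG fluorescence (ex 480/em 540) after 30 minutes.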
AT treatment – potential ataxia-telangiectasia treatments restoring KAP-1 phosphorylation; […] A-T fibroblasts, KAP-1 phosphorylation AlphaLISA; neocarzinostatin DNA damage 30 min before lysis; Potency, µM (series often up to 57.5 µM), for inactives: top-dose activation, actives largely listed as activators; actives 0.19% (n = 320,000); AID 485349; also: potency is read from the fitted curve at half-maximal effect; % of control where 0% means no effect; nearly all actives have a fitted effect of over 45% in size
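ATM-like activity read as KAP-1 phosphorylation via AlphaLISA donor/acceptor antibody pairs after lysis and 6 hr at 25C. Cells were ATM-null patient fibroblasts ([…], hTERT), dosed 60 min, then exposed to the DSB inducer NCS for 30 min.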
Eya2 phos inh – blocks the phosphatase activity of human Eya2. AID 488837. Potency, µM (doses to about 76.9 µM), inactives show at the highest dose activity, negative = inhibition, usual class: inhibitors. actives 0.006% (n = 330,000). recombinant Eya2, OMFP fluorescence dephosphorylation (OMFP is methylfluorescein phosphate); also: potency is read from the fitted curve at half-maximal effect; % is scaled to controls: 0 for no effect and ±100 for the full control effect
Target sequence (O00167 whole entry, looked up): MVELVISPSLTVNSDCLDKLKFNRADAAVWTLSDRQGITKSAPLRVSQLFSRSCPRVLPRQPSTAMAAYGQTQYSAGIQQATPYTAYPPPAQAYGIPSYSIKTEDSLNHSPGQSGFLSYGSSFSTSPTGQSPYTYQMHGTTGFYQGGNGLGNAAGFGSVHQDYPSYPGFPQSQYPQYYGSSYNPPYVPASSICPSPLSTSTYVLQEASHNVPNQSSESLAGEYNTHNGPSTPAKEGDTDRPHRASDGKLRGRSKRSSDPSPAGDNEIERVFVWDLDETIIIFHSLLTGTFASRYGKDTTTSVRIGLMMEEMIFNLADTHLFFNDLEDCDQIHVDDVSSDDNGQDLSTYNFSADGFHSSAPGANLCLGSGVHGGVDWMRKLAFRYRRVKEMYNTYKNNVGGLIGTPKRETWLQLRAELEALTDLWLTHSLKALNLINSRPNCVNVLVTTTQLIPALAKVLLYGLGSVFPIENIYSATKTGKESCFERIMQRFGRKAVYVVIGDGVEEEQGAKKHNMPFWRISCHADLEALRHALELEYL
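Eya2 protein (added as 0.2 uM solution) was preincubated with compound for 10 min at ambient temperature in 50 mM HEPES pH 7.5, 50 mM NaCl, 5 uM MgCl2, 0.05% BSA, 1 mM DTT. OMFP (added at 50 uM) then reacted 10 min; fluorescence read at 485/525 nm.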
Numbers without * were called inactive; ? = inconclusive; / = no result given; & = joins results of further samples; [ ] = remark or other dose. Unless noted, calls follow the shape of the dose curve; as a rule, active = well fitted curve in the direction sought with a large enough effect; inconclusive = small, poorly fitted or top-dose-only effect, or another doubt; inactive = no such curve, though single readings can be large; an effect the other way counts as inactive or inconclusive. The list is partial (hit frequency here may not be typical).

Preview:
SMILES	TSHR antag	Mito fusion act	TCR act	BCR signal inh	S-ASM inh	TSG101-PTAP inh	ELG1 repair inh	Tb PFK block	a7 integrin act	AT treatment	Eya2 phos inh
COc1ccc(-n2c(-c3ccccc3[N+](=O)[O-])nc3ccccc3c2=O)cc1	5	10%	2%	-7%	-2%	-1%	-12%	-2%	-14%	-5%	?
O=C1CSC2N1CCNC21CCCCC1 (configuration not stated)	-3	-2%	-5%	-5%	1%	-1%	1%	-5%	-13%	9%	-8%
C(=N\Nc1nncc2ccccc12)/c1ccccn1	-15	-1%	12%	?	0%	1%	?	1%	2%	5%	7%
CC(C)CC(NC(=O)CCCNC(=O)CCC(=O)OC1O[C@H]2OC3(C)CC[C@H]4[C@H](C)CCC(C1C)C24OO3)C(=O)O (some centres not stated)	-4	16%	-1%	4%	0%	-3%	?	-4%	-57%[inhibitor]	6%	0%
Cn1c(=O)c2c(nc(SCc3ccccc3)n2Cc2ccc(Cl)cc2)n(C)c1=O	-2	23%	0%[46.1 µM]	6%	-25%	0%	?	0%	-7%	4%	3%
CCOC(=O)Cc1csc(NC(=O)c2c(O)c3ccccc3n(CCC(C)C)c2=O)n1	-2	-2%	-5%	-8%	3%	-3%	?	?	14%	-2%	8%

This part in full, from the start:
SMILES	TSHR antag	Mito fusion act	TCR act	BCR signal inh	S-ASM inh	TSG101-PTAP inh	ELG1 repair inh	Tb PFK block	a7 integrin act	AT treatment	Eya2 phos inh
COc1ccc(-n2c(-c3ccccc3[N+](=O)[O-])nc3ccccc3c2=O)cc1	5	10%	2%	-7%	-2%	-1%	-12%	-2%	-14%	-5%	?
O=C1CSC2N1CCNC21CCCCC1 (configuration not stated)	-3	-2%	-5%	-5%	1%	-1%	1%	-5%	-13%	9%	-8%
C(=N\Nc1nncc2ccccc12)/c1ccccn1	-15	-1%	12%	?	0%	1%	?	1%	2%	5%	7%
CC(C)CC(NC(=O)CCCNC(=O)CCC(=O)OC1O[C@H]2OC3(C)CC[C@H]4[C@H](C)CCC(C1C)C24OO3)C(=O)O (some centres not stated)	-4	16%	-1%	4%	0%	-3%	?	-4%	-57%[inhibitor]	6%	0%
Cn1c(=O)c2c(nc(SCc3ccccc3)n2Cc2ccc(Cl)cc2)n(C)c1=O	-2	23%	0%[46.1 µM]	6%	-25%	0%	?	0%	-7%	4%	3%
CCOC(=O)Cc1csc(NC(=O)c2c(O)c3ccccc3n(CCC(C)C)c2=O)n1	-2	-2%	-5%	-8%	3%	-3%	?	?	14%	-2%	8%
C/C(=N\NC(N)=O)c1c(O)n(C)c(=O)n(C)c1=O	-2	-6%	13%	3%	7%	1%	15%	-1%	14%	4%	4%
CC(C)(O)[C@H]1O[C@H]2CC[C@@]3(C)[C@@](O)(CC[C@H]4Cc5c([nH]c6ccccc56)[C@@]43C)C2=CC1=O	-15	?	-1%	?	-20%	?	-7%	0%	/	-3%	8%
O=S(=O)(NC1CCCCC1)OCC(Cl)(Cl)Cl	65	-2%	-4%	?	0%	-3%	-1%	7%	18%	1%	5%
NCc1cc(=O)[nH]o1	-3&8	13%&1%	2%	-2%	6%	-2%	-1%	-7%	/	2%	0%&0%
CCS(=O)(=O)NCc1nnc2n1-c1ccc(Cl)cc1C(c1ccccc1)=NC2	-6	-2%	2%[46.1 µM]	-7%	17%	-1%	0%	3%	2%	4%	3%
O=C1NC(=O)N(c2ccccc2F)C(=O)/C1=C/c1ccc(Oc2ccc([N+](=O)[O-])cn2)cc1	-6	5%	2%	?	-4%	-6%	2%	-1%	-13%	-5%	-3%
Cc1ccc(S(=O)(=O)NCC2CCC(C(=O)N3CCC4(CC3)OCCO4)CC2)cc1 (configuration not stated)	-9	0%	-1%	1%	0%	-1%	-9%	4%	-8%	-5%	-7%
CC(=NCCCN1CCOCC1)c1c(O)[nH]c(=O)[nH]c1=O	-17	-1%	-1%	0%	-2%	-9%	-5%	-3%	-8%	10%	-1%
O=C(c1ccc2c(c1)OCO2)N1CCC2(CC1)OCCO2	-5	0%	7%	-1%	6%	-11%	15%	-2%	8%	-2%	4%
COc1cccc(OC)c1C(=O)Nc1nc(N)n(-c2ccccc2)n1	-1	-2%	0%	6%	2%	-7%	-8%	3%	11%	-2%	20%
Cc1[nH]c2ccccc2c1/C=N/O	0	2%	2%	-1%	0%	-6%	-4%	-1%	19%	4%	14%
CC(=O)O[C@H]1CC[C@@]2(C)C(=CC[C@@H]3[C@@H]2CC[C@]2(C)C(=O)CC[C@@H]32)C1	-7	14µM*	-7%	-23%	-21%	-2%	0%	-2%	/	1%	18%
COc1ccc(Oc2c(C)oc3cc(OC(=O)N4CCOCC4)ccc3c2=O)cc1	-6	10%	/	15%	-2%	-4%	?	-4%	-10%	-7%	-24%
O=P(O)(O)Oc1ccccc1P(=O)(c1ccccc1)c1ccccc1	-3	12%	-2%	-3%	?	-1%	11%	4%	-12%	-9%	-3%
Cc1cccc2c(CCN)c[nH]c12	-3	-4%	-1%	20%	1%	0%	13%	-12%	7%	6%	-3%
C[N+]1=C(/C=C/Nc2ccccc2)C(C)(C)c2ccccc21	8	-2%	0%[46.1 µM]	-3%	-1%	-2%	-19%	-14%	-30%	-9%	-1%
CC(=O)O[C@]1(C)C(=O)OC/C2=C/CN(C)CCC(OC(=O)[C@@](O)(C(C)O)C[C@H]1C)C2=O (some centres not stated)	17	1%	-4%	0%	7%	-5%	7%	5%	?	33%	16%
COc1c(C)cc(C(=O)C2CCCN(Cc3cnc(C)s3)C2)cc1C (configuration not stated)	1	6%	6%	?	4%	-3%	?	-4%	-47%[inhibitor]	-3%	2%
CCS(=O)(=O)C1=NN2C(=N)/C(=C\c3ccc(OC(=O)c4ccco4)cc3)C(=O)N=C2S1	-14	2%	7%	7%	?	1%	25%	?	39%	-11%	-1%
COC(=O)C1=C(c2cccc(OCc3ccccc3)c2)C[C@@H]2CC[C@H]1N2C(=O)NCc1cccc(OC)c1	-11	?	5%	0%	-4%	1%	?	5%	-34%	-2%	7%
CC(C)(C)n1cc(C(=O)c2ccc3ccccc3c2O)cn1	-23	-3%	-6%	?	-19%	-4%	?	4%	4%	19%	13%
C=C1C(=O)O[C@@H]2C[C@@H](C)[C@H]3C=CC(=O)[C@]3(O)C[C@@H]12	7	-38%[inhibitor]	-10%	?	5%	-2%	13%	24%	-9%	-13%	2%
CCCC[C@@H](C)C[C@@H](C)C(=O)N(C)[C@@H](CC(C)C)C(=O)N[C@H](C(=O)N(C)[C@H](C(=O)N1C[C@@H](O)C[C@H]1C(=O)N1C(=O)C=C[C@@H]1C)C(C)C)C(C)OC(C)=O (some centres not stated)	-31	/	-2%	?	-6%	-5%	?	-3%	-6%	7%	-31%
O=C(N=Nc1c(O)[nH]c(=O)[nH]c1=O)C1COc2ccccc2O1 (configuration not stated)	1	24%	3%	7%	-2%	0%	1%	-4%	14%	3%	3%
CC(=Nc1ccc2c(c1)CCC2)c1c(O)n(C)c(=O)n(C)c1=O	-10	-6%	-253%	-2%	1%	-3%	2%	5%	17%	14%	15%
COC(=O)C1=C(c2ccc(F)cc2OCc2ccccc2)C[C@@H]2CC[C@H]1N2C(=O)NCCc1ccc(F)cc1	0	?	2%	?	0%	-1%	?	1%	-42%	-12%	-18%
CCOC(=O)c1c(C)n(Cc2ccccc2)c2ccc(OCC(O)CNC(C)(C)C)cc12 (configuration not stated)	-1	-20%	3%	-14%	-12%	0%	-17%	2%	-61%[inhibitor]	-5%	1%
